Screens deposited in PubChem BioAssay by National Center for Advancing Translational Sciences (NCATS).
WRN helicase inh = WRN helicase (human) inhibition; Q14191; WRN helicase unwinding, fluorescent forked duplex, kinetic; Potency, µM (doses to about 114 µM), without a hit: top-dose activity change, negative = inhibition, usual class: inhibitors; 0.46% of 360,000 active; note: potency is the fitted concentration of half-maximal effect; % is set by controls: 0 for no effect and ±100 for the full control effect; nearly all actives have a fitted effect of over 55% in size
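Primary qHTS, 1536-well format. 20 nM WRN + compound, 15 min RT; start with 100 nM forked fluorophore/quencher duplex, 2 mM ATP (final); kinetic read ex 525/em 598 nm.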
Abeta rescue = compounds reversing amyloid beta toxicity in yeast. Potency, µM (highest dose often 46.1 µM), for the others: at the highest dose growth rescue, hits mostly activators. 0.063% of 410,000 active. yeast expressing A-beta42, growth rescue, OD600, 48 h; response scale: 0% DMSO, 100% iron-clioquinol control; note: potency is the fitted concentration of half-maximal effect; nearly all actives have a fitted effect of over 55% in size
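Yeast growth medium received pinned compounds, then yeast cells expressing toxic A-beta were added; plates incubated at 30 C for 48 hr. Growth read as absorbance at 600 nm, normalized to DMSO and equimolar FeCl3 plus clioquinol controls.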
EPAC1 antagonist = antagonists of human EPAC1; O95398; EPAC1 GEF assay, Rap1b-BODIPY-GDP exchange fluorescence; Potency, µM (highest dose often 115 µM), inactives show at the highest dose activity change, negative = inhibition, hits mostly inhibitors; 0.14% of 360,000 active; AID 720709;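 note: potency is the fitted concentration of half-maximal effect; plate controls were vehicle for no effect and positive control for full effect; nearly all actives have a fitted effect of over 50% in size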
PLK1 PBD inh = inhibitors of human PLK1 polo-box domain binding | P53350 | Plk1 PBD binding of FITC phosphopeptide, fluorescence polarization | Potency, µM, inactives show max response, negative = inhibition, most hits filed as inhibitors | 2.8% of 360,000 active | AID 720504; note: potency is the fitted concentration of half-maximal effect; series mostly up to about 57 µM; % is set by controls: 0 for no effect and ±100 for the full control effect; nearly all actives have a fitted effect of over 65% in size
Target sequence (P53350 whole entry, looked up, the tested form may be a part): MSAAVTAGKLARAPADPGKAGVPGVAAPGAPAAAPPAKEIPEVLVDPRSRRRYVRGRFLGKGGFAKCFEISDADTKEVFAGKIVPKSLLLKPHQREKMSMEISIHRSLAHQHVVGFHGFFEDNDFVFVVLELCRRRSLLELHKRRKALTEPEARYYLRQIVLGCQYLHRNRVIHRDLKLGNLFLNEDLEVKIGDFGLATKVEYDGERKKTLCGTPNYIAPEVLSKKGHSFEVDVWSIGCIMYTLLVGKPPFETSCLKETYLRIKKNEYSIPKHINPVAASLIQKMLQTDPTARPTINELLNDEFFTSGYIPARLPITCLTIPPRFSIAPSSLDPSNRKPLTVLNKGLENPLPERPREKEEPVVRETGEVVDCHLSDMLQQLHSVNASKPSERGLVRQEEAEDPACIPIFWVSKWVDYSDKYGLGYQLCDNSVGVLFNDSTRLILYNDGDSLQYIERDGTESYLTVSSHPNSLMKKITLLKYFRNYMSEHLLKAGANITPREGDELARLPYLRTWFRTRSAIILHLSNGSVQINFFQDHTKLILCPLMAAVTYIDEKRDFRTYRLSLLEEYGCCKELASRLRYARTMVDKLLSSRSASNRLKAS
IL2 activator = activators of IL-2; IL-2 activation reporter assay, cell-based qHTS; stimulated with anti-CD3/CD4/CD28 beads; in transgenic mouse T cells; activation, % (series mostly up to about 46 µM); 0.065% of 360,000 active; in the data active = activation above about 50%; inconclusive = mostly about 30% to 49%; note: 0% is about no effect
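EGFP and DsRed fluorescence is measured by plate cytometry in unstimulated transgenic mouse T cells exposed to compound for 60 minutes, then stimulated 18 hours at 37 degrees C with anti-CD3/anti-CD4 beads plus anti-CD28.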
EPAC1 ag = agonists of human EPAC1. AID 720707. EPAC1 agonist qHTS, biochemical assay; response scale: 100% = response to 6.5 mM cAMP. O95398. Potency, µM (titrated, usually from 154 µM), inactives show at the highest dose activation, most hits filed as activators. 0.073% of 360,000 active; note: potency is the fitted concentration of half-maximal effect; nearly all actives have a fitted effect of over 60% in size
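EPAC1 100 nM, Rap1B–BODIPY-GDP 250 nM, unlabeled GDP 50 uM; compound titration; 5 min RT; kinetic read ex480/em540 at 5-min intervals ×30 min; data normalized to 6.5 mM cAMP agonist control.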
FUS yeast rescue = suppressors of FUS proteinopathy in yeast; S. cerevisiae FUS-expressing, growth rescue, OD600, 24 h; 0.24% of 390,000 active; Potency, µM (highest dose often 76.6 µM), for the others: top-dose growth rescue (activation), most hits filed as activators;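 note: potency is the fitted concentration of half-maximal effect; plate controls were DMSO vehicle for no effect and reference control for full effect; nearly all actives have a fitted effect of over 55% in size; some results filed as inactive show a strong effect at the top dose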
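Restored growth of FUS-toxic S. cerevisiae, read as 600 nm absorbance after 24 h at 30C in galactose medium (starting OD 0.005). Controls CP55940 and DMSO.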
aSyn yeast inh = inhibitors of alpha-synuclein toxicity in yeast | Yeast expressing alpha-synuclein, growth rescue, BacTiter-Glo, 24 h | Potency, µM (highest dose often 46.1 µM), for inactives: at the top dose growth rescue (activation), actives largely listed as activators | 0.14% of 370,000 active | AID 652106; note: potency is the fitted concentration of half-maximal effect; % of control where 0% means no effect; nearly all actives have a fitted effect of over 65% in size
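Galactose-induced alpha-syn yeast (OD600=0.02, raffinose-pregrown) + pinned cpd, 24 hr, 30 deg C; growth by BacTiter-Glo luminescence. Growth restoration scores as activation.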
PI5P4K alpha inh = inhibitors of human PI5P4K alpha; 1.2% of 330,000 active; PI5P4Kalpha enzyme, ADP-Glo luminescence, 60 min; stronger effect = lower value; P48426; max response, %; active = max response of -50% or lower; inconclusive = between -30% and -50%; inactive = -30% or higher; note: value at the top dose of about 77 µM; % is set by controls: 0 for no effect and ±100 for the full control effect
Target sequence (P48426 whole entry, looked up): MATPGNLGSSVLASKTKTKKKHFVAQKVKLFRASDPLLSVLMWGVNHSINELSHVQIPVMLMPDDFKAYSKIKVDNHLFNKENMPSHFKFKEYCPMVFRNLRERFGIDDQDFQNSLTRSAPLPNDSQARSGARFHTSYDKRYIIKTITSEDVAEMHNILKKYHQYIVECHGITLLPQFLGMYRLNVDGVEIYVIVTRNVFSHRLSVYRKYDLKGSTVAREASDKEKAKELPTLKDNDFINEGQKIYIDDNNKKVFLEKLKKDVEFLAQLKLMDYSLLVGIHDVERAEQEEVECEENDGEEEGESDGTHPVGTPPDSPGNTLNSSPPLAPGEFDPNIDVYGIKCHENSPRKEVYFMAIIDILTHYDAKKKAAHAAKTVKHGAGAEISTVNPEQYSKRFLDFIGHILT
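qHTS, 1536-well: enzyme/substrate mix, compound by pin tool, 5 microM ATP final; RT 60 min; ADP-Glo reagents 1 (45 min) then 2 (30 min); luminescence.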
Starred values were filed as active, the others as inactive; ? = inconclusive; / = not tested or not shown; & = joins results of further samples; [ ] = remark or other dose. Unless noted, calls come from the whole dose curve; as a rule, active = well fitted curve in the direction sought with a large enough effect; inconclusive = small, poorly fitted or top-dose-only effect, or another doubt; inactive = no such curve, though single readings can be large; an effect the other way counts as inactive or inconclusive.

Every second line gives: WRN helicase inh	Abeta rescue	EPAC1 antagonist	PLK1 PBD inh	IL2 activator	EPAC1 ag	FUS yeast rescue	aSyn yeast inh	PI5P4K alpha inh
Cc1cc(C)nc(NC(N)=NC(C)c2ccccc2)n1 (stereo not given)
→ 6.6%	-3.6%	0.3%	-11.1%	0.7	9.8%	11.3%	-0.6%	-10.1
CS(=O)(=O)NN1C(=O)c2ccccc2NC1c1cccc2cccnc12 (stereo not given)
→ 2.6%	-9.4%	6.7%	1.9%	0.2	4.0%	-8.0%	1.6%	1.9
COc1cc2c(cc1NC(=O)c1ccc3c(c1)OCO3)oc1ccccc12
→ -10.1%	12.6%	8.7%	-4.4%	1.2	10.3%	4.7%	-2.2%	/
CC(NC(=O)Cc1cccs1)c1ccc2c(c1)OCO2 (stereo not given)
→ -5.3%	12.5%	8.3%	-2.6%	-1.6	-7.4%	17.3%	-1.3%	/
Cc1onc(-c2ccccc2)c1C(=O)N/N=C/c1cc(Br)c(Br)o1
→ -26.4%	7.6%	-27.7%	-14.1%	-6.9	-3.0%	/	-1.2%	3.7
CC(O)c1n(C)c(Cl)c[n+]1C (stereo not given)
→ -7.7%	-0.4%	-4.8%	-0.2%	0.2	1.2%	1.9%	2.6%	7.8
COc1ccccc1-c1cc(C(=O)N/N=C/c2sccc2C)c2ccccc2n1
→ 4.5%	-2.1%	-7.6%	-3.6%	0.5	12.9%	17.2%	-5.6%	1.3
CCc1noc(C)c1C(=O)Nc1cc(S(=O)(=O)N2CCOCC2)ccc1N1CCN(CC)CC1
→ 4.3%	9.9%	-7.0%	-3.5%	0.1	2.5%	-6.7%	-3.3%	8.4
CCOCC(=O)Nc1nnc(C2CCCCC2)s1
→ 6.9%	5.1%	-10.5%	26.7µM*	-0.1	6.1%	8.9%	-6.3%	-6.1
Fc1ccc(-c2nnc(CN3CCN(c4ncc(C(F)(F)F)cc4Cl)CC3)o2)cc1
→ -0.7%	-17.1%	-9.5%	-0.4%	-1.6	3.3%	-11.7%	7.8%	1.4
CCCn1c(SCC(=O)Nc2ccc(Cl)cc2)n[nH]c1=O
→ -0.4%	18.9%	-8.5%	-14.9%	0.8	0.0%	12.2%	-2.9%	0.5
O=C(NC1CC1)C1=COCCO1
→ -10.8%	-8.5%	2.3%	-9.4%	-1.8	3.4%	3.5%	3.9%	0.5
COC(=O)c1[nH]c2ccc(C)cc2c1NC(=O)CN1CCN(Cc2ccccc2)CC1
→ 1.7%	-5.6%	-2.9%	-20.2%	-0.4	-1.6%	-1.5%	-4.4%	-0.6
CC(=O)Nc1ccc(NC(=O)CSc2nnc3ccc(-c4ccc(F)cc4)nn23)cc1
→ -8.9%	-4.8%	0.9%	4.1%	6.0	7.0%	21.8%	2.1%	-2.6
CC(C)(C)NC(=O)NC(=O)Cn1cc(C(F)(F)F)ccc1=O
→ 14.2%	-4.1%	11.8%	-7.5%	-3.8	0.4%	34.9%	-10.2%	-3.3
CCOC(=O)c1ccc(Oc2cn[nH]c2-c2ccc(OCC(=O)NN)cc2O)cc1
→ -16.0%	-38.3%	-5.4%	-13.4%	-0.3	0.6%	32.4%	-6.5%	-2.4
CC(/C=N\NC(=O)c1cc(C)oc1C)=C\c1ccccc1
→ -2.1%	0.5%	-6.8%	-4.3%	-1.6	-14.3%	9.8%	-1.3%	2.0
CCN(CC)C1CCN(C(=O)CCc2nnc(CCc3ccccc3)o2)C1 (stereo not given)
→ -9.4%	7.3%	5.2%	-1.6%	-0.1	3.5%	-2.0%	0.2%	-4.0
CC1(c2ccccc2)NC(=O)N(CC(=O)Nc2nnc(C3CC3)s2)C1=O (stereo not given)
→ -26.7%	-3.9%	-6.8%	3.6%	-0.8	1.9%	/	4.1%	6.0
CN(CCOc1ccc(Cl)cc1)C(=O)CN1C(=O)NC2(CCCC2)C1=O
→ -3.4%	6.5%	5.2%	-5.2%	-3.5	-2.7%	15.2%	-2.0%	6.8
CCOC(=O)N1CCN(C(c2ccc(Cl)cc2)c2sc3nc(C)nn3c2O)CC1 (stereo not given)
→ -2.3%	1.0%	-8.6%	-19.0%	0.9	-7.4%	?	27.2%	0.2
COc1ccc(Cn2c(=O)[nH]c3cc(C(=O)N4CCN(c5ccccc5F)CC4)ccc3c2=O)cc1
→ -11.6%	8.3%	-2.9%	-0.9%	-0.2	-1.0%	-1.6%	-0.5%	6.2
O=C(COC(=O)c1ccc(Br)c(S(=O)(=O)N2CCOCC2)c1)NCCc1ccccc1
→ -20.2%	-5.1%	-1.8%	2.9%	1.5	5.7%	15.3%	12.5%	-3.9
CCOC(=O)C1(CCOc2ccccc2)CCN(Cc2ccc(O)c(OCC)c2)CC1
→ 7.3%	2.8%	-8.6%	-7.5%	-0.5	-0.4%	-4.8%	-1.1%	1.0
Cc1c(C)c2ccc(OC(C)C(=O)NCCc3c[nH]c4ccccc34)cc2oc1=O (stereo not given)
→ 1.0%	-7.8%	3.9%	-1.8%	0.2	-6.4%	25.0%	3.9%	4.7
CSCCC(c1nnnn1-c1c(C)cccc1C)N1CCN(C/C=C/c2ccccc2)CC1 (stereo not given)
→ -13.6%	-8.5%	1.1%	1.1%	-0.9	2.5%	8.2%	-1.2%	22.7
O=C(NCc1ccc(Cl)c(Cl)c1)c1cccnc1
→ 18.9%	0.1%	5.1%	-4.3%	0.1	-3.1%	8.5%	13.8%	3.0
COc1cc(NS(=O)(=O)c2ccc(Br)cc2)c(OC)cc1NC(=O)c1ccco1
→ -16.5%	3.7%	-4.8%	-10.4%	-0.7	29.9%	?	16.3%	/
Cc1ccc(-n2nnnc2SCc2ccc(C(=O)O)cc2)cc1C
→ -0.5%	4.9%	-1.7%	-3.0%	-0.4	10.5%	2.0%	5.4%	-1.4
COC(=O)c1cc(NC(=O)CN(c2ccccc2OC)S(=O)(=O)c2ccccc2)ccc1Cl
→ -12.9%	18.4%	6.4%	-5.5%	0.2	11.7%	-3.5%	2.0%	10.7
CCOC(=O)c1cnn(Cc2ccccc2Cl)c1N
→ 7.8%	-6.2%	-12.7%	-7.9%	1.7	0.0%	9.9%	-0.6%	/
CSc1ccc(/C=C(/NC(=O)c2ccc(C)cc2)C(=O)Nc2cccc(F)c2)cc1
→ -6.6%	8.9%	-14.8%	4.7%	0.6	4.1%	/	2.0%	2.4
Cc1ccccc1OCCOC(=O)c1nc2nccc(C)n2n1
→ -9.1%	-2.7%	-0.7%	-2.9%	-1.2	5.7%	7.0%	-6.1%	0.7
O=C(c1ccc(-n2cncn2)c([N+](=O)[O-])c1)N1CCN(S(=O)(=O)c2ccccc2F)CC1
→ -16.9%	17.8%	-17.6%	-5.6%	0.2	29.8%	16.4%	-0.4%	0.2
CC1(C(=O)NCc2ccccc2)CN(S(C)(=O)=O)CC(=O)N1CCc1ccccc1 (stereo not given)
→ -6.1%	-2.9%	18.3%	-2.1%	0.3	-3.7%	18.9%	1.7%	3.9
COc1ccc(C(=O)N2N=C(c3cccc(OC)c3)CC2(O)C(F)(F)F)cc1 (stereo not given)
→ ?	-14.7%	-9.3%	-6.9%	-0.2	10.1%	27.0%	25.0%	5.5
Cc1ccc(OCC(=O)NCCNC(=O)c2ccncc2)cc1
→ 3.5%	10.4%	-10.7%	-18.0%	0.0	4.5%	-10.2%	3.7%	1.1
Cn1c(=O)c([N+](=O)[O-])c(NCc2ccccc2Cl)c2ccccc21
→ ?	6.9%	?	-8.3%	0.7	5.0%	-6.7%	-0.4%	3.1
O=C1CCCCN1CC(=O)N1CCCC(Nc2ccc(F)cc2)C1 (stereo not given)
→ -3.9%	10.7%	6.3%	-3.6%	-0.7	9.0%	-17.7%	2.1%	-1.2
Cc1ccc(OCC(O)CN2CCN(Cc3ccc4c(c3)OCO4)CC2)c(C)c1 (stereo not given)
→ 5.8%&-4.9%	5.5%&-20.9%	2.5%&-7.4%	-11.3%&-0.7%	-0.3&-2.8	-0.6%&7.4%	-0.7%&-2.6%	0.1%&15.0%	-0.1

Overlap with the part before: two entries, then new ones.
Every second line gives: WRN helicase inh	Abeta rescue	EPAC1 antagonist	PLK1 PBD inh	IL2 activator	EPAC1 ag	FUS yeast rescue	aSyn yeast inh	PI5P4K alpha inh
O=C1CCCCN1CC(=O)N1CCCC(Nc2ccc(F)cc2)C1 (stereo not given)
→ -3.9%	10.7%	6.3%	-3.6%	-0.7	9.0%	-17.7%	2.1%	-1.2
Cc1ccc(OCC(O)CN2CCN(Cc3ccc4c(c3)OCO4)CC2)c(C)c1 (stereo not given)
→ 5.8%&-4.9%	5.5%&-20.9%	2.5%&-7.4%	-11.3%&-0.7%	-0.3&-2.8	-0.6%&7.4%	-0.7%&-2.6%	0.1%&15.0%	-0.1
O=C(Nc1ccc(Cc2nc3ccccc3s2)cc1)c1ccncc1
→ 1.4%	1.1%	-24.2%	-4.9%	0.5	0.3%	29.0%	-1.7%	3.4
COc1ccc(C2=CCCC2)c(OC)c1
→ 3.5%[11.6 µM]	-2.3%	-2.2%	-0.5%	-3.1	-1.4%	/	-1.0%	12.6
Cc1cccc(-c2noc(CN(C(=O)C34CC5CC(CC(C5)C3)C4)C(C)C)n2)c1
→ -15.3%	1.7%	-5.0%	7.0%	-3.9	2.9%	/	-0.6%	13.7
COc1ccc(C(NC(=O)/C=C/c2ccco2)c2ccc(OC)c(OC)c2)cc1 (stereo not given)
→ -18.0%	-1.8%	-5.9%	0.7%	-1.4	-3.3%	/	-1.7%	-19.6
O=C(O)C1C2C=CC(C2)C1C(=O)Nc1ccc2c(c1)OCCO2 (stereo not given)
→ -18.7%	2.6%	5.8%	-7.7%	-0.8	-1.2%	?	2.1%	3.2
COCCNC(=O)C(c1cccs1)N(C(=O)Cn1nnc2ccccc21)c1ccc2c(c1)OCO2 (stereo not given)
→ -2.3%	11.0%	-3.4%	0.0%	-0.4	-3.3%	14.6%	-1.7%	3.1
CCC(CCC(=O)Nc1ccn(-c2ccccc2)n1)C(=O)O (stereo not given)
→ -3.0%	17.6%	0.6%	2.0%	0.6	-2.0%	-2.5%	-4.1%	-7.7
